LGR2 inh: blocks bursicon-induced cAMP signaling via Drosophila LGR2; actives 0.35% (n = 380,000); HEK293 LGR2, CRE-luciferase, bursicon-stimulated, 4 h; AID 720647; inhibition, % at 9.99 µM;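 active = drop in luminescence signal, shown as inhibition above about 50% in the replicate tests, limit read from the data, passing the limit was not always enough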;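 note: agonist challenge used bursicon conditioned medium at about half maximal strength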
PAX8 inh HTS: lowers PAX8-driven luciferase in RMG-I cells | RMG-I TPO-luciferase reporter, SteadyGlo, 24 h | inhibition, % at 12.6 µM | actives 1.2% (n = 360,000) | AID 652154;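 active = mean replicate inhibition at least 60% with every replicate also reaching 60%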;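 note: luciferase light reporting Pax8 driven TPO promoter activity; plate controls were median of neutral control wells for no effect and mitoxantrone controls for full effect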
FN deposition inh: fibronectin deposition inhibition | AH1F fibroblasts, Alexa488-fibronectin deposition fluorescence, overnight | actives 0.086% (n = 350,000) | inhibition, % at 12.6 µM;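 active = mean inhibition across replicates of 30% or more, regardless of how many single replicates reach that level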;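 note: positive control wells lacked labelled fibronectin entirely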
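material = AH1F fibroblast monolayer depositing Alexa488-labelled fibronectin into matrix | amount = 10000 AH1F cells/well | buffer or medium = DMEM plus 2% serum, read in PBS | incubation = 1 h cell adhesion before compound, then overnight fibronectin incubation | detection = fluorescence at 485 nm excitation, 525 nm emission | evaluation = percent inhibition as loss of matrix-bound fibronectin fluorescence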
S100A4 inh HTS: blocks human S100A4 binding to myosin IIA peptide. P26447. S100A4/TAMRA-MyoIIA peptide fluorescence polarization. inhibition, % at 10.7 µM. actives 0.14% (n = 360,000). AID 652163;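 active = mean inhibition of at least 70% across replicates, with every replicate also reaching that level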
Target sequence (P26447 whole entry, looked up): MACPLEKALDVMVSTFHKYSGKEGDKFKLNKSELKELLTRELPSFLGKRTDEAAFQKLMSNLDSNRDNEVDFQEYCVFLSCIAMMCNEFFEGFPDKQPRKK
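Compound dosing: one dose per compound; test system: human S100A4 monomer with TAMRA-labelled myosin IIA peptide; probe or stimulus: TAMRA-labelled myosin IIA heavy-chain peptide probe, 5 nM; medium: HEPES buffer with Ca2+, pH 7.2; schedule: 5 min incubation before reading; benchmarks: neutral control DMSO, positive control TFP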
* = called active by the depositor; · = not tested or not shown. This is a subset; the hit share may differ from the screen's.

Letter code – A = LGR2 inh; B = PAX8 inh HTS; C = FN deposition inh; D = S100A4 inh HTS
#1 O=C(COC(=O)C12CC3CC(CC(C3)C1)C2)NCCCc1ccccc1
  A: -20 | B: -7 | C: -5 | D: ·

#2 Cc1cc(CSc2ccccc2)ccc1NC(=O)c1ccc(CN2CCOCC2)cc1
  A: 6 | B: 11 | C: 9 | D: ·

#3 Cc1cc(C)c(-c2c(O)c3c(n(C)c2=O)CC(C)(C)CC3=O)c(C)c1
  A: -6 | B: -22 | C: 0 | D: ·

#4 CC(c1ccccc1)N1C(=O)NC(NC(=O)C(C)(C)C)(C(F)(F)F)C1=O (configuration not stated)
  A: 32 | B: 11 | C: 4 | D: ·

#5 COc1cc(NC(=S)NCCCN2CCOCC2)cc(OC)c1
  A: -2 | B: 7 | C: 7 | D: ·

#6 Nc1ccc2c(c1)C/C(=C/c1ccco1)C2=O
  A: -48 | B: -179 | C: 0 | D: ·

#7 O=C(CSc1nc2ccccc2c(=O)n1CCCN1CCOCC1)Nc1cccc(S(=O)(=O)N2CCCCCC2)c1
  A: 0 | B: 16 | C: -1 | D: ·

#8 O=C(COC(=O)[C@H](Cc1ccccc1)NC(=O)c1cccs1)Nc1ccccc1C(F)(F)F
  A: 6 | B: -14 | C: 10 | D: ·

#9 O=C(O)C(Cc1c[nH]c2ccccc12)NS(=O)(=O)c1ccccc1 (configuration not stated)
  A: 17 | B: 10 | C: -7 | D: ·

#10 CCC(C)NC(=S)Nc1ccccc1OC (configuration not stated)
  A: 3 | B: 4 | C: 14 | D: ·

An excerpt of these results, with bars between the fields:
No. | SMILES | LGR2 inh | PAX8 inh HTS | FN deposition inh | S100A4 inh HTS
1 | O=C(COC(=O)C12CC3CC(CC(C3)C1)C2)NCCCc1ccccc1 | -20 | -7 | -5 | ·
2 | Cc1cc(CSc2ccccc2)ccc1NC(=O)c1ccc(CN2CCOCC2)cc1 | 6 | 11 | 9 | ·
3 | Cc1cc(C)c(-c2c(O)c3c(n(C)c2=O)CC(C)(C)CC3=O)c(C)c1 | -6 | -22 | 0 | ·
4 | CC(c1ccccc1)N1C(=O)NC(NC(=O)C(C)(C)C)(C(F)(F)F)C1=O (configuration not stated) | 32 | 11 | 4 | ·
5 | COc1cc(NC(=S)NCCCN2CCOCC2)cc(OC)c1 | -2 | 7 | 7 | ·

Carrying on:
Letter code – A = LGR2 inh; B = PAX8 inh HTS; C = FN deposition inh; D = S100A4 inh HTS
#11 O=c1oc2ccccc2cc1-c1nc2c(s1)CCc1ccccc1-2
  A: -7 | B: 4 | C: -13 | D: ·

#12 Cc1ccc(-c2nnc(N)s2)cc1
  A: -44 | B: -2 | C: 0 | D: ·

#13 CCCCN(Cc1cc2ccccc2[nH]c1=O)S(C)(=O)=O
  A: -7 | B: 18 | C: 12 | D: ·

#14 COc1cccc2c1OCC/C2=N\NC(=O)COc1ccccc1C
  A: -22 | B: -19 | C: 8 | D: ·

#15 Cc1cc(C)n(-c2ccc(C(=O)Nc3ccc(C)c(S(=O)(=O)N(C)C)c3)cc2)n1
  A: 11 | B: 5 | C: 3 | D: ·

#16 Cc1nn(Cc2ccccc2)c(C)c1NC(=O)CSc1nc2c(c(C(F)(F)F)n1)CCc1ccccc1-2
  A: -10 | B: -24 | C: -5 | D: ·

#17 Cc1ccc(-c2ccc(C3[C@H]4CNC[C@@H]3N4Cc3nccs3)cc2)cc1 (some centres not stated)
  A: 0 | B: · | C: -3 | D: 17

Pulled one by one from the list above:
Letter code – A = LGR2 inh; B = PAX8 inh HTS; C = FN deposition inh; D = S100A4 inh HTS
#12 Cc1ccc(-c2nnc(N)s2)cc1
  A: -44 | B: -2 | C: 0 | D: ·

#17 Cc1ccc(-c2ccc(C3[C@H]4CNC[C@@H]3N4Cc3nccs3)cc2)cc1 (some centres not stated)
  A: 0 | B: · | C: -3 | D: 17

#11 O=c1oc2ccccc2cc1-c1nc2c(s1)CCc1ccccc1-2
  A: -7 | B: 4 | C: -13 | D: ·

Source: PubChem (Broad Institute)
